# RXFP1 antag: antagonists of human relaxin receptor RXFP1. Q9HBX9. HEK293-RXFP1, relaxin-stimulated cAMP HTRF, 30 min; active compounds read low. activity change, negative = inhibition, % at 57.5 µM. 0.59% of 350,000 active. AID 1259400;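 active = activity change of -60% or lower, but not beyond a set lower limit; inconclusive = change between -60% and -40%, or beyond the set limit; inactive = change above -40%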; note: % is set by controls: 0 for no effect and ±100 for the full control effect
# Target sequence (Q9HBX9 whole entry, looked up): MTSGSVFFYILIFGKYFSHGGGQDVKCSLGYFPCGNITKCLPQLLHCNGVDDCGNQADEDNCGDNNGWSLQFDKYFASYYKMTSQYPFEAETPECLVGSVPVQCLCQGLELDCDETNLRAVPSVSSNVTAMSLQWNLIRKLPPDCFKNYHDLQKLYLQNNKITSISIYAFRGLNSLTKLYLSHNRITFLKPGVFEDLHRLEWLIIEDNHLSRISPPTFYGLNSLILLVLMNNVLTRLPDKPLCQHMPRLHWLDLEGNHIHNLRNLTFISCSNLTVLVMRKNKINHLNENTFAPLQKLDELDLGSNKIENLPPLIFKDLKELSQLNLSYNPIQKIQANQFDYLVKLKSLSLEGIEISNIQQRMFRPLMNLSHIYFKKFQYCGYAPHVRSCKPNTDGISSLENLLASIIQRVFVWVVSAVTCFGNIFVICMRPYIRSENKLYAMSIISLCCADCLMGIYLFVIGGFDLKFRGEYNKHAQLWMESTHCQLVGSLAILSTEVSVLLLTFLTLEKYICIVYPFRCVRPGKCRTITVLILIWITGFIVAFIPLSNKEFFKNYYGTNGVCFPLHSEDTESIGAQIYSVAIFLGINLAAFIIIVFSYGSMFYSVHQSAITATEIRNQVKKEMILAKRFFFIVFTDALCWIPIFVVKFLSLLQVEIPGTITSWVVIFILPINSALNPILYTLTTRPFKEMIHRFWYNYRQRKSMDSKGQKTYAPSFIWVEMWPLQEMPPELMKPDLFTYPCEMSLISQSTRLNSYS
# Glioma ERSR ind: ER stress response induction in glioma; U87-MG GRP78 promoter luciferase reporter, 16 h; Potency, µM, inactives show top-dose activation, usual class: activators; 0.02% of 420,000 active; AID 602332; note: potency is the fitted concentration of half-maximal effect; series mostly up to about 76 µM; % of control where 0% means no effect; nearly all actives have a fitted effect of over 35% in size
#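 ERSR induction read as luciferase luminescence (Bright-Glo, 10 min at room temperature) in stably transfected human U87-MG glioma cells exposed to compounds for 16 h, using GRP78 as sensor.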
# Vif-APOBEC3F blk: Vif-A3F binding inhibition | HeLa A3F-eYFP + Vif (tagged APOBEC3F with the HIV-1 protein that degrades it), YFP fluorescence increase | Potency, µM (top dose mostly 46.1 µM), inactives show at the top dose activity, negative = active | 0.2% of 390,000 active | AID 602313; note: potency is the fitted concentration of half-maximal effect; % of control where 0% means no effect; nearly all actives have a fitted effect of over 65% in size
#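 Fluorescence increase (Ex 488/Em 500-530) after overnight compound treatment at 37 deg C flags inhibition of Vif-driven A3F-eYFP loss in stable HeLa A3F-eYFP/Vif cells seeded overnight beforehand.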
# D1 PAM: human D1 dopamine receptor positive modulation | P21728 | HEK293 TREx D1 cells, calcium flux, dopamine EC20 potentiation | AID 504651 | potentiation, % at 10 µM | 0.036% of 360,000 active; in the data active = potentiation above about 30%; note: 0% is about no effect
# RXFP1 agonist: activates the human relaxin receptor RXFP1; Q9HBX9; HEK293T-RXFP1 cAMP TR-FRET, 30 min; response scale: percent of porcine relaxin response, buffer zero; Potency, µM (highest dose often 57.5 µM), for inactives: at the highest dose activation, usual class: activators; 0.3% of 370,000 active; AID 2676; note: potency is the fitted concentration of half-maximal effect; % is set by controls: 0 for no effect and ±100 for the full control effect; nearly all actives have a fitted effect of over 60% in size; many of its hits are not listed in these tables
#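 cAMP rise read by TR-FRET after 30 min, 37C compound exposure (up to 58 uM) in RXFP1-transfected HEK293 cells with Ro 20174 present. EC50 from Hill-equation fits, with 29 nM porcine relaxin as 100% and buffer as basal.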
# D1 antagonist: human D1 dopamine receptor antagonism | 3.2% of 360,000 active | HEK293 TREx D1 cells, calcium flux, dopamine EC80; active compounds read low | activity change, negative = inhibition, % at 10 µM; in the data active = activity change below about -30%; note: % is set by controls: 0 for no effect and ±100 for the full control effect
#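 Calcium flux readout: force-coupled, inducible Hek293 Trex D1 line, cells induced overnight at 30 C with tetracycline, dye-loaded 30–90 min at RT. Antagonism scored against EC80 dopamine challenge given 180 s after compound.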
# D2 potentiator: positive allosteric modulators of human D2 dopamine receptor. P14416. 0.34% of 340,000 active. HEK293 T-REx D2, calcium flux, EC20 dopamine potentiation. potentiation, % at 10 µM. AID 485347;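 active = potentiation over 3 SD above the plate norm, cut at about 30% in these data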; note: 0% is about no effect
#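 Tetracycline-induced HEK293 T-REx cells force-coupled to calcium signalling expressed D2; compounds were pin-added after a 10 s baseline, read kinetically 180 s, then an EC20 dopamine challenge followed with a further 180 s calcium read.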
# D1 ag: human D1 receptor agonism. P21728. HEK293 T-REx D1 cells, calcium flux, agonist mode. activation, % at 2 µM. 1% of 360,000 active. AID 504660; in the data active = activation above about 30%; note: 0% is about no effect
#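 Inducible HEK293 T-REx D1 cells, force-coupled to calcium signalling, were plated at 4000 cells/well with tetracycline and held overnight at 30 C. After no-wash calcium dye loading, compound-evoked calcium rise over 180 s flagged agonists.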
# Vif-APOBEC3G blk: Vif-A3G binding inhibition; Q9HC16; HeLa A3G-eYFP + Vif (tagged APOBEC3G with the HIV-1 protein that degrades it), YFP fluorescence, overnight; Potency, µM (highest dose often 46.1 µM), for inactives: at the top dose activity, negative = active, actives largely listed as inhibitors; 0.076% of 410,000 active;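 note: potency is the fitted concentration of half-maximal effect; % is set by controls: 0 for no effect and ±100 for the full control effect; nearly all actives have a fitted effect of over 60% in size; hits raise eYFP signal because A3G escapes Vif-driven loss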
# Target sequence (Q9HC16 whole entry, looked up): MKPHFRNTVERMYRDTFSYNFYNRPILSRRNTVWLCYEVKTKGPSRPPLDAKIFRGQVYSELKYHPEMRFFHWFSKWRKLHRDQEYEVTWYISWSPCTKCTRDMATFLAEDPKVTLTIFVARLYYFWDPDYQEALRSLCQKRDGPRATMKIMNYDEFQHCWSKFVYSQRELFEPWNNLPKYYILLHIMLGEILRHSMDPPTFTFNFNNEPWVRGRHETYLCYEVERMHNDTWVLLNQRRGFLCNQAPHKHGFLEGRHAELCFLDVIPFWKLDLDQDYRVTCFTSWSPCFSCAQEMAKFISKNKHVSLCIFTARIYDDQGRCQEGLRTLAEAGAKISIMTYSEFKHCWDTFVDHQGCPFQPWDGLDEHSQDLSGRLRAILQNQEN
#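 HeLa cells stably expressing Vif and C-terminally eYFP-tagged A3G, seeded overnight at 37 deg C, then exposed to compound by pintool overnight at 37 deg C. Rise in yellow fluorescence (Ex 488/Em 500-530, Acumen) marks blocked Vif-driven A3G degradation.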
# Starred values were filed as active, the others as inactive; ? = inconclusive; . = not tested or not shown; & = joins results of further samples. Unless noted, calls come from the whole dose curve; as a rule, active = well fitted curve in the direction sought with a large enough effect; inconclusive = small, poorly fitted or top-dose-only effect, or another doubt; inactive = no such curve, though single readings can be large; an effect the other way counts as inactive or inconclusive. A portion of the library; count on the stated rates, not on these rows.
# Fields: RXFP1 antag	Glioma ERSR ind	Vif-APOBEC3F blk	D1 PAM	RXFP1 agonist	D1 antagonist	D2 potentiator	D1 ag	Vif-APOBEC3G blk
CC(C)c1ccc2nc(N)sc2c1
 : -3	-4%	20%	-2	-0.6%	11	-3	3	-1%
Cc1sc(NC(=O)COc2cccc(-n3cnnn3)c2)c(C#N)c1C
 : -15	-2%	-14%	0	0.3%	-12	-4	1	3%
COc1cc(C(=O)NCC(c2cccs2)N2CCOCC2)cc(Br)c1OCc1ccccc1 (configuration not stated)
 : 11	-1%	-13%	.	.	.	.	.	0%
CN(C)C(=O)Nc1ccccc1
 : 0	-2%&-1%	17%	-4	0.3%	-22	0	4	0%
CCN(CC)c1ccc(C2Nc3cccc4cccc(c34)N2)c(O)c1
 : 2	3%	-2%	-7	1.1%	-24	4	1	-8%
CC(C)CC(C(=O)Nc1oc(-c2ccco2)c(-c2ccco2)c1C#N)N1C(=O)c2ccccc2C1=O (configuration not stated)
 : -11	-1%	4%	2	-0.1%	0	2	2	0%
CCOC(=O)c1cc2sc(C)cc2n1CC(=O)N(CC)CC
 : -9	-4%	.	-4	0.1%	22	9	1	0%
CCc1c(C)c2cc(Cl)c(O)c(CN3CCCCC3)c2oc1=O
 : -2	-6%	-2%	0	6.8%	-3	-6	0	-2%
CCOC(=O)c1nn(-c2ccc(Br)cc2)cc1C(=O)c1cccc2ccccc12
 : 1	0%	0%	5	-0.1%	-1	-12	3	-10%
CN(C)CCNC(=O)/C(=C/c1cccc([N+](=O)[O-])c1)NC(=O)c1ccccc1
 : 11	-2%	-11%	0	-0.3%	3	-5	1	-1%
Cc1cc(C(=O)N/N=C2\CC(=O)CC(C)(C)C2)c(C)n1-c1ccc(F)cc1
 : 1	-4%	-1%	1	2.2%	-10	-6	-1	0%
Fc1ccccc1CSc1nnnn1-c1ccc2c(c1)OCO2
 : 10	9%	11%	-4	3.5%	-35*	-7	9	-1%
O=S(=O)(Nc1cccnc1)c1cccc(C(F)(F)F)c1
 : 28	-3%	-15%	-1	0.0%	-2	-7	0	0%
COC(=NC(C)C)NC(C)C
 : 4	-5%	-22%	2	1.2%	-7	3	2	-7%
O=C(NNC(=O)c1cccc(S(=O)(=O)N2CCN(c3ccccc3)CC2)c1)c1ccc(Cl)cc1
 : .	-3%	0%	8	-0.6%	1	-6	0	3%
CCCCn1c(N)c(N(CCOC)C(=O)CN2c3ccccc3CC2C)c(=O)[nH]c1=O (configuration not stated)
 : -21	-4%	-2%	-6	1.4%	1	-5	4	0%
O=C1CCCN1CCCNS(=O)(=O)c1ccccc1
 : 0	3%	5%	-2	3.0%	-8	7	2	1%
O=C(Nc1ccc(N2CCOCC2)cc1)C1CCCN(S(=O)(=O)c2cccc(C(F)(F)F)c2)C1 (configuration not stated)
 : 6	-9%	-10%	2	-0.1%	-8	8	1	4%
CC(C)OC(=O)CSc1nnc(CNc2ccc(Cl)cc2)n1C
 : 9	1%	6%	2	2.7%	1	1	2	0%
COc1ccc(C(=O)Nc2ccc(-c3n[nH]c(=S)o3)cc2)cc1
 : -16	1%	-2%	-2	3.4%	8	4	1	-3%

# Reformatted bar-delimited: part of the list above
compound | RXFP1 antag | Glioma ERSR ind | Vif-APOBEC3F blk | D1 PAM | RXFP1 agonist | D1 antagonist | D2 potentiator | D1 ag | Vif-APOBEC3G blk
CN(C)CCNC(=O)/C(=C/c1cccc([N+](=O)[O-])c1)NC(=O)c1ccccc1 | 11 | -2% | -11% | 0 | -0.3% | 3 | -5 | 1 | -1%
Cc1cc(C(=O)N/N=C2\CC(=O)CC(C)(C)C2)c(C)n1-c1ccc(F)cc1 | 1 | -4% | -1% | 1 | 2.2% | -10 | -6 | -1 | 0%

# Next results follow:
# Fields: RXFP1 antag	Glioma ERSR ind	Vif-APOBEC3F blk	D1 PAM	RXFP1 agonist	D1 antagonist	D2 potentiator	D1 ag	Vif-APOBEC3G blk
CC(C)c1ccc(NC(=O)c2ccc(F)c(S(=O)(=O)N3CCCC3)c2)cc1
 : -13	-1%	16%	-3	2.9%	-12	0	6	6%
COc1cccc(CNc2ccc3[nH]c(=O)[nH]c3c2)c1OCc1ccc(F)cc1
 : -9	-4%	7%	2	0.9%	10	-2	5	-12%
COC(=O)Cc1csc(/N=C/c2c(O)n(-c3cccc(C(F)(F)F)c3)c(=O)c3ccccc23)n1
 : -7	0%	0%	-10	-0.5%	-5	2	1	-2%
c1ccc(CCCNc2ncccn2)cc1
 : -11	1%	3%	-4	-1.0%	14	-6	2	3%
CC(=O)N1CCCc2cc(S(=O)(=O)N3CCCC(C(=O)Nc4cccc(C)c4)C3)ccc21 (configuration not stated)
 : 0	-2%	1%	-9	0.1%	-5	-3	3	2%
O=C(Nc1ccc2c(c1)CCCN2C(=O)c1ccccc1)c1ccccc1
 : 1	-1%	6%	-8	-0.4%	-6	-7	3	-3%
COc1ccc(NC(=O)CN2C(=O)NC3(CCCc4ccccc43)C2=O)c(OC)c1 (configuration not stated)
 : 5	1%	14%	.	.	.	.	.	0%
O=C(O)c1cccc2c1/C(=N/Nc1ccc([N+](=O)[O-])cc1[N+](=O)[O-])c1ccccc1-2
 : 0	-4%	6%	3	-2.4%	1	0	3	0%
CCCN1CCN(CCCNC(=O)CCN2C(=O)COc3ccccc32)CC1
 : 2	-1%	-2%	9	12%	11	12	3	-5%
CSc1ccccc1C(=O)OCC(=O)NC1CCS(=O)(=O)C1 (configuration not stated)
 : 6	2%	8%	-6	-0.1%	-12	2	0	-1%
COc1ccc(CCNC(=O)Cn2nc(C(=O)O)c3ccccc3c2=O)cc1OC
 : 3	0%	-2%	-3	4.9%	-16	9	3	5%
COCCNC(=S)N/N=C(\C)c1cccc(C(F)(F)F)c1
 : 17	-3%	?	2	1.7%	-1	-2	1	-5%
CC(=O)c1ccc(N2CCc3ccccc3C2)c([N+](=O)[O-])c1
 : 1	11%	-11%	-5	-1.5%	-20	-6	1	1%
O=C(COc1ccc2c(c1)CCC2)NCc1ccccc1
 : -40	3%	3%	-8	1.1%	2	-7	7	-9%
O=S(=O)(c1ccc(Cl)cc1)N1c2ccccc2Oc2nc3ccccc3nc21
 : .	1%	5%	-6	1.5%	6	-4	4	-8%
C=CCn1c(=O)c2c(nc3n2CCCN3Cc2ccccc2)n(C)c1=O
 : 6	-6%	9%	-7	1.5%	-7	7	8	0%
CC1CCN(C(=O)c2[nH]cnc2C(=O)N2CCN(C(=O)OC(C)(C)C)CC2)CC1
 : .	-3%	2%	5	-1.0%	.	10	-1	2%
COc1ccccc1C(=O)Nc1nnc(SCC(=O)NCc2ccco2)s1
 : -2	-10%	0%	2	3.2%	5	1	2	-24%
COc1ccc(S(=O)(=O)N2CCC(c3ccncc3)CC2)cc1Cl
 : 0	-5%	-16%	-5	-0.2%	-14	0	13	2%
O=C(O)COc1ccccc1/C=N/NC(=O)c1cc(-c2ccc(F)cc2)nc2ccccc12
 : -21	-4%	13%	-2	-3.8%	-17	4	3	-1%
COCCCNC(=O)/C(C#N)=C/c1c(N2CCN(c3ccccc3)CC2)nc2c(C)cccn2c1=O
 : 17	-3%	-15%	-7	14%	0	10	1	-9%
Cc1ccc(C2c3c(oc4ccccc4c3=O)C(=O)N2c2nnc(C(C)C)s2)o1 (configuration not stated)
 : -27	-3%	9%	-3	1.9%	9	20	0	1%
Cc1ccc(S(=O)(=O)NC(N)=NCCc2ccc(Cl)cc2)cc1C
 : 6	-5%	-6%	0	-3.2%	1	5	10	6%
CC1=C(C(N)=O)C(c2cccc(F)c2)n2nc(SCc3ccccc3)nc2N1 (configuration not stated)
 : -22	-4%	2%	2	2.0%	-16	2	2	-6%
CCC(CC)C(=O)NCCc1cc2ccc(C)c(C)c2[nH]c1=O
 : .	.	.	-6	0.4%	4	-2	1	.
CCCC1(C(=O)OCC)NC(c2ccc(N(C)C)cc2)C2C(=O)N(c3ccc(F)cc3)C(=O)C21 (configuration not stated)
 : 0	-2%	0%	-6	0.8%	-2	23	0	-1%
COc1ccc(NC(=S)Nc2ccccc2C(F)(F)F)cc1
 : 9	2%	18%	-4	2.4%	.	10	-1	1%
Cc1cccc(NC(=S)N2CCC(c3nc4ccccc4o3)CC2)c1C
 : -7	0%	0%	-13	2.6%	-19	0	1	1%
CC(OC(=O)CNS(=O)(=O)c1ccc(C#N)cc1)C(=O)Nc1cccc(C#N)c1 (configuration not stated)
 : -12	-3%	6%	-3	1.7%	-9	-1	0	1%
O=C(COC(=O)c1cccs1)NCc1ccco1
 : .	2%	0%	-7	1.5%	-2	-7	1	2%
COc1ccccc1N(C)S(=O)(=O)c1ccc(C)c(C(=O)NCc2ccccn2)c1
 : 7	-5%	-7%	-1	0.4%	-6	-7	3	-7%
COc1ccc(/C=N/NC(=O)C(O)(c2ccccc2)c2ccccc2)cc1OC
 : 9	-2%	-4%	-4	1.0%	6	23	-1	-5%
CCOC(=O)Cn1c(=O)oc2cc(S(=O)(=O)NCCc3ccc(OCC)c(OCC)c3)ccc21
 : -3	-4%	-1%	-5	1.4%	-6	8	0	1%
Cc1ccc(NC(=O)CN2CCCC2)cc1Br
 : -8	-7%	12%	-1	0.6%	20	-32	10	3%
CCN1C(=O)[C@H]2[C@@H](c3ccc(C)cc3)N3C(=O)N(c4cccc(Cl)c4)C(=O)[C@@]3(CC)[C@H]2C1=O
 : .	-1%	1%	2	-0.5%	4	8	-2	0%
N#C/C(C(N)=O)=C1/SC=C(c2ccccc2)N1c1ccccc1
 : -16	-9%	8%	-1	7.7%	3	0	1	2%
O=C(CSc1nc2ccccc2s1)NCc1cc([N+](=O)[O-])ccc1O
 : .	2%	1%	-3	-1.6%	3	10	8	-16%
CCCn1c(=O)c2sccc2n2c(CCCC(=O)N3CCN(c4ccccc4)CC3)nnc12
 : -9	-3%	3%	1	13%	-16	0	3	-3%
Cn1cc(C(=O)NCC(=O)Nc2ccccc2Br)cn1
 : -2	-1%	0%	.	.	.	.	.	6%
CCn1cc(C(=O)NCc2ccccc2)c(=O)c2cc(S(=O)(=O)N3CCOCC3)ccc21
 : .	-1%	-6%	1	3.6%	0	3	1	1%
CCOC(=O)N1CCN(Cc2nnc(-c3ccccc3Cl)o2)CC1
 : 27	2%	-20%	-5	2.2%	0	0	2	1%

# From PubChem BioAssay
